# Source: PubChem
# 697 NFkB inh: inhibitors of the PMA/ionomycin-induced NF-kB reporter in 697 B cells. 697 B-cell NF-kB luciferase reporter, 16 h. inhibition, % at 4 µM. 330,000 tested, 0.33% active. AID 435022; in the data active = inhibition above about 35%
# Mdm2-MdmX inh: human Mdm2/MdmX binding inhibition | SaOS-2 split-luciferase Mdm2/MdmX complementation, luminescence | inhibition, % at 8 µM | 330,000 tested, 3% active | AID 485346;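 active = inhibition of at least 50% at 8 µM in the primary screen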
# Jurkat NFkB inh: inhibitors of the PMA/ionomycin-induced NF-kB reporter in Jurkat cells. PMA/ionomycin-induced NF-kB luciferase reporter, luminescence. 330,000 tested, 0.53% active. AID 435003. inhibition, % at 4 µM; in the data active = inhibition above about 50%
# APJ antagonist: blocks the human apelin receptor APJ; CHO-K1 APJ beta-arrestin complementation, luminescence; AID 2521; inhibition, % at 20 µM; 330,000 tested, 0.32% active;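 active = inhibition above about 40% at 20 µM, limit read from the data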;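 note: cells challenged with 10 nM apelin-13 agonist together with compound; plate controls were apelin-13 plus DMSO wells for no effect and DMSO wells lacking apelin-13 for full effect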
# Target sequence (P35414 whole entry, looked up): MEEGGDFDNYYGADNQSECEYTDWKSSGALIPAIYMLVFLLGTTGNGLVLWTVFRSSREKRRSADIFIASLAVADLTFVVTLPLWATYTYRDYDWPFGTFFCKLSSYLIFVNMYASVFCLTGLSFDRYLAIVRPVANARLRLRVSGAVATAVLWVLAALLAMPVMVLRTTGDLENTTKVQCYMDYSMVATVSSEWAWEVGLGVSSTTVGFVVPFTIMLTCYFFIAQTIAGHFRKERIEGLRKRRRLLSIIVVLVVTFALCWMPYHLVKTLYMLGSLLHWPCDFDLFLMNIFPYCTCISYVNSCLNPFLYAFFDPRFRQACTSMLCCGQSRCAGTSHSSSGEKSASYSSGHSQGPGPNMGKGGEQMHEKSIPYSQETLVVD
# UPR XBP1 act: activators of adaptive arm of unfolded protein response (XBP1) | CHO-XBP1 luciferase reporter, IRE1-XBP1 UPR activation, luminescence; percent of tunicamycin response, DMSO as zero | 330,000 tested, 0.33% active | AID 463104 | activation, % at 20 µM;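 active = versus positive control, 20 µM dose yields 30% or more activation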;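 note: 100% = tunicamycin at 10 µg/mL and 0% = DMSO only wells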
#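 Assay system: CHO-XBP1 luciferase reporter cells; Schedule: 6 h treatment, 37 °C; Detection: glow luminescence from Steady-Glo reagent; Benchmarks: high control tunicamycin 10 µg/mL final, low control DMSO vehicle only.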
# CHOP UPR activ: activators of apoptotic arm of unfolded protein response (CHOP); activation, % at 10 µM; 330,000 tested, 0.34% active; CHO-CHOP luciferase reporter, UPR activation, luminescence; percent of tunicamycin response over DMSO baseline; AID 449763;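 active = at 10 µM dose, activation of 40% or more, normalized to positive control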;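 note: 100% = tunicamycin at 10 µg/mL and 0% = DMSO alone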
#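 System: CHO-CHOP luciferase reporter cell line | Buffer or medium: F12 medium containing 10% fetal bovine serum | Doses: One dose, 10 µM in 0.5% DMSO | Times: 6 h compound exposure at 37 °C after overnight seeding | Signal: Luciferase luminescence | Read-out: % activation vs tunicamycin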
# APJ agonist: agonists of human APJ apelin receptor | CHO-K1 APJ PathHunter beta-arrestin, luminescence; 0% DMSO wells, 100% apelin | activation, % at 20 µM | 330,000 tested, 0.11% active | P35414;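 active = activation more than six SD over the plate average, tested at 20 µM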;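 note: 0% = DMSO alone and 100% = apelin-13 at 10 nM; some results filed as inactive read as strong as hits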
#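 Test system – PathHunter CHO-K1 APJ (AGTRL-1) beta-arrestin reporter cells · Input – 1000 cells/well · Compound – single test compound dose, 20 µM final, 1% DMSO · Times – compound stimulation 90 min at 25 °C, detection 60 min · Technique – beta-gal luminescence · Read-out basis – APJ–arrestin association signal · Control set – negative DMSO alone, positive Apelin-13 at 10 nM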
# tim23-1 inh: inhibits growth of tim23-1 mutant yeast; AID 463212; 330,000 tested, 1.3% active; S. cerevisiae tim23-1 growth, BacTiter-Glo luminescence, 24 h; inhibition, % at 20 µM;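 active = growth inhibition of the mutant yeast at or above 50%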;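 note: temperature-sensitive mutant grown at 25 °C; plate controls were DMSO-treated mutant yeast for no effect and medium wells lacking yeast for full effect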
# Numbers without * were called inactive; · = not tested or not shown.
SMILES,697 NFkB inh,Mdm2-MdmX inh,Jurkat NFkB inh,APJ antagonist,UPR XBP1 act,CHOP UPR activ,APJ agonist,tim23-1 inh
COCCN(C(=S)Nc1ccccc1C)C(C)c1ccco1 (centres undefined),-30.6,12.8,-14.5,-6.1,2.0,-0.8,-4.7,45.4
O=C(Nc1ccc(S(=O)(=O)NC2=NCCCCC2)cc1)c1ccc([N+](=O)[O-])s1,11.4,28.5,49.7,-110.4,0.8,3.8,27.2,20.1
O=C(Nc1nc2c(s1)CCCC2)C1COc2ccccc2O1 (centres undefined),-333.4,-12.8,-187.7,-65.2,-6.1,-5.3,-1.7,37.0
CC1CCN(CCCNC(=O)c2cc3c(Cl)nc4ccccc4c3s2)CC1,-9.6,15.8,-38.1,11.9,3.2,-1.3,2.4,-1.0
COc1ccc2ccccc2c1/C=N/n1cnnc1,10.2,13.6,-1.2,13.5,-3.2,1.1,-2.5,10.6
Cc1cc(C)n(CCCNC(=O)c2ccc3c(c2)NC(=O)CS3)n1,2.9,5.1,20.8,10.5,-2.5,-0.8,-1.3,-3.9
COc1ccc(/C=N/NC(=O)c2ccc(N)cc2)cc1Cn1cc([N+](=O)[O-])cn1,10.1,22.4,3.5,-12.9,-1.1,-0.6,-0.2,18.5
CCCOc1ccc(C(=O)CCNC(Cc2c[nH]c3ccccc23)C(=O)O)cc1 (centres undefined),8.7,86.5*,15.1,2.0,-9.9,14.0,-1.7,73.7*
C=CCn1c(C)cc(C2=NNC(=NCC)SC2)c1C,37.3*,97.3*,67.2*,-18.3,-7.2,-11.3,-0.5,18.7
CCn1c(=O)c(C(=O)Nc2ncccc2O)c(O)c2ccccc21,0.5,1.6,1.8,-10.9,-4.1,2.7,0.3,25.2
O=C(Cn1nnc(-c2ccccc2F)n1)Nc1ccc(C(=O)N2CCOCC2)cc1,1.9,-8.1,-5.4,6.0,-3.3,-0.7,0.5,-6.3
CCOc1ccc(N2C(=O)CC(Sc3nc(C)cc(C)n3)C2=O)cc1 (centres undefined),-38.4,17.5,-3.2,0.7,-1.2,0.0,1.2,24.4
CCOC(=O)c1sc(NC(=O)c2cc(-c3cccc(O)c3)on2)c(C(=O)OCC)c1C,10.9,42.7,-11.1,-12.2,-3.2,1.1,-0.4,-18.1
O=S1(=O)N(Cc2ccccc2F)CCCN1Cc1c(F)cccc1Cl,-1.9,-29.8,-19.8,-3.6,-1.7,1.4,-2.8,31.0
c1ccc(-c2c[n+]3c(n2-c2ccccc2)SCC3)cc1,-37.6,-3.4,10.7,7.7,-1.9,1.2,-0.6,-62.7
Nc1c(N(CCC2=CCCCC2)C(=O)Cc2ccc(F)cc2)c(=O)[nH]c(=O)n1Cc1ccccc1,12.7,6.0,3.9,14.9,-0.1,2.0,-2.3,-5.4
CCOC(=O)c1oc2ccc(Br)cc2c1CSc1nnc(C)s1,-13.6,2.6,12.9,9.3,1.1,0.6,-1.7,16.6
NC(=O)CC(NC(=O)c1cccc(Br)c1)c1ccc(NC2CCCCCCCCCCC2)c([N+](=O)[O-])c1 (centres undefined),-0.8,21.6,2.8,-35.1,0.0,1.0,-6.4,-7.5
CCN(CC)CCn1nc2c3c(cccc3c1=O)-c1ccccc1-2,-173.1,82.8*,30.7,16.9,-2.2,-0.1,-5.7,-30.6
CCOc1ccc(NC(=S)Nc2ccccc2C2CC2)cc1,-11.3,44.0,-0.7,-0.4,-2.1,-2.8,-3.9,18.4
O=C(/C=C/c1ccncc1)c1ccc2c(c1)OCCO2,2.7,42.7,3.4,21.3,-3.5,5.3,-1.0,25.5
CCOc1ccccc1C(=O)Nc1cc(C(=O)NCC(C)C)ccc1Cl,-7.5,1.4,3.3,2.7,1.8,8.1,1.2,7.6
CC(=O)c1cc(-c2ccc(F)cc2)n(CCC(=O)Nc2cc(C)[nH]n2)c1C,3.5,24.1,6.6,8.2,-1.2,-1.2,-2.0,0.6
CC1(C)C/C(=C(/C#N)C(N)=O)CCO1,14.2,1.9,-2.9,-1.3,-5.1,-2.0,-4.0,0.2
CCOC(=O)N1CCN(C(=O)c2cn(C)c3ccc(S(=O)(=O)N4CCOCC4)cc3c2=O)CC1,-7.5,4.9,-5.5,13.6,-5.5,1.4,-2.2,2.2
Cc1ccc2c(CSc3nnc(N)s3)cc(=O)oc2c1,-7.7,5.4,-2.2,4.8,6.1,5.0,3.3,1.2
COc1cc(OC)c(OC)cc1C#N,0.7,-30.4,6.9,-34.8,-2.5,1.1,-3.3,1.5
Oc1c(C=NCc2ccncc2)sc2ccccc12,-109.2,0.5,-31.4,-5.2,0.7,3.5,1.5,10.2
COc1cc2sc(-c3ccc(S(C)(=O)=O)cc3)c(-c3ccc4c(c3)OCO4)c2cc1OC,21.8,29.4,6.2,14.3,1.7,0.6,-3.5,27.8
CS(=O)(=O)N1CCc2cc(C(=O)NC3CC3)ccc21,14.5,9.4,10.6,-2.4,-0.2,-1.0,-1.4,12.1
O=C(Cn1ccc([N+](=O)[O-])n1)c1ccccc1,-13.7,-19.0,-17.1,-5.3,2.5,0.3,-4.9,24.9
O=C(CNC(=O)c1cccs1)NCC(=O)OCc1ccccc1Cl,27.1,4.4,3.1,3.5,2.0,1.6,-3.1,-4.3
O=c1cc(CSc2ccccc2)[nH]c2ccccc12,-11.8,18.2,4.9,3.9,3.7,2.8,-2.7,2.8
O=C(Cc1cccs1)N1CCN(c2cccc(Cl)c2)CC1,9.5,7.6,-5.7,9.2,-1.2,0.6,-1.3,13.5
Cc1ccc(NC(=S)NC(C)(C)C)c([N+](=O)[O-])c1,-32.8,4.8,-17.4,-5.6,2.0,0.9,-0.5,13.6
O=C(CCCc1ccccc1)NCCCN1CCOCC1,-1.0,17.9,9.6,-6.9,-1.1,0.7,-1.2,-0.7
Cc1c(Br)cc(C(=O)N2CCCC2)c(C)c1C,-24.3,9.4,-6.9,9.1,-2.3,-0.6,-1.4,6.5
CCc1nnc(NCn2nc(C)cc2C)s1,-1.8,-17.2,-17.2,3.1,2.9,1.1,-1.0,2.1
O=C(Nc1ccc2c(c1)OCO2)Nc1ccc2c(c1)OCO2,-112.7,-101.9,-103.9,2.6,4.0,5.1,-2.9,4.3
CCOC(=O)c1ccc(S(=O)(=O)N2CCN(C(=O)c3cc4ccccc4o3)CC2)cc1,16.7,20.7,28.4,7.1,3.5,-1.7,1.7,15.4
COCCN(C(=O)COC(=O)C1=COCCO1)c1c(N)n(Cc2ccccc2)c(=O)[nH]c1=O,9.6,34.8,-9.2,10.2,-1.1,1.5,-2.2,0.9
CN(C)c1cccc(C(=O)OC(C(=O)Nc2ccc(Cl)cc2C(F)(F)F)c2ccccc2)c1 (centres undefined),11.2,-18.6,3.1,6.8,-2.4,-2.4,-2.1,9.8
COc1ccc(-n2nnnc2CNC(=O)c2ccc3ccccc3c2)cc1,-14.8,22.6,23.6,0.4,2.4,-0.3,14.2,14.8
Cc1c(NC(=O)COc2ncnc3ccccc23)c(=O)n(-c2ccccc2)n1C,-6.7,-4.1,-5.1,-1.3,-0.8,1.9,6.2,11.4
COc1ccc(N2C(=O)CCC(C(=O)O)C2c2ccc(OC)c(OC)c2)cc1 (centres undefined),-9.4,-2.3,-9.8,-6.2,-0.4,-0.5,1.0,18.7
COc1cc(C=O)ccc1OCCCOc1ccc([N+](=O)[O-])cc1,-7.5,-4.5,3.3,-4.8,-2.4,-0.9,2.1,1.7
Cc1c(C=NCCOCc2ccccc2)cnn1C,9.1,10.4,-5.5,-2.4,2.4,-0.8,-1.3,14.3
CCOC(=O)C1(CCCc2ccccc2)CCN(S(C)(=O)=O)CC1,-54.9,-31.5,-18.7,9.3,-4.6,3.3,-2.7,25.6
Cc1cc(C)c(S(=O)(=O)NCC2CCC(C(=O)NCc3ccccn3)CC2)c(C)c1 (centres undefined),-9.1,13.2,-8.2,12.9,1.2,-0.8,0.0,16.2
CCc1n[nH]c2c1/C(=N/O)CCC2,16.8,-15.1,4.9,8.9,0.5,0.8,-1.7,8.9
CCn1cc(/C=C(\NC(=O)c2ccccc2)C(=O)N2CCOCC2)c2ccccc21,7.1,27.8,2.8,-4.8,-0.7,3.9,2.2,8.0
COc1ccc(OC)c2c1C(=O)c1ccccc1C2=O,8.5,20.7,10.9,8.6,5.2,-3.3,-0.5,-0.2
COc1ccccc1/C=C/C(=O)OCC(=O)N1CCCCC1,-9.0,9.7,-16.2,-5.8,2.4,0.1,-4.0,15.8
CCCN=C1N(C)C[C@@H]2[C@@H]3C(=O)N(C)C(=O)[C@@H]3[C@](CC)(C(=O)OC)N12,9.6,-6.6,·,·,-0.2,2.4,·,28.0
CS(=O)(=O)N1CCCC(C(=O)Nc2ccccc2)C1 (centres undefined),5.5,30.4,7.0,15.1,-3.0,-1.2,-3.0,-3.9
O=C(CSCc1ccccc1Cl)NN=C1CCCCCC1,7.3,11.7,-2.9,-14.3,1.6,-0.2,1.4,25.3
Cc1c(C)c2ccc(OCC(=O)Nc3cccnc3)cc2oc1=O,3.3,10.5,-17.4,8.4,-2.0,4.0,-1.4,-14.8
O=C(COC(=O)c1cccc(Br)c1)NCC1CCCO1 (centres undefined),3.5,9.2,3.0,6.4,-2.0,-1.5,-1.5,-3.5
O=C(Nc1ccc([N+](=O)[O-])cn1)c1cc(-c2cccc(Cl)c2)nc2ccccc12,-11.9,13.4,32.0,-6.6,-0.1,-1.3,5.1,-3.6
COc1cc(C2NC(=O)NC(C)=C2C(=O)OCc2ccc(C)cc2)cc(OC)c1O (centres undefined),-6.7,14.1,-0.8,12.1,-2.7,-2.0,0.6,9.5

# As a short view, 5 of the compounds above.
SMILES,697 NFkB inh,Mdm2-MdmX inh,Jurkat NFkB inh,APJ antagonist,UPR XBP1 act,CHOP UPR activ,APJ agonist,tim23-1 inh
COc1ccc(OC)c2c1C(=O)c1ccccc1C2=O,8.5,20.7,10.9,8.6,5.2,-3.3,-0.5,-0.2
COc1ccccc1/C=C/C(=O)OCC(=O)N1CCCCC1,-9.0,9.7,-16.2,-5.8,2.4,0.1,-4.0,15.8
CCCN=C1N(C)C[C@@H]2[C@@H]3C(=O)N(C)C(=O)[C@@H]3[C@](CC)(C(=O)OC)N12,9.6,-6.6,·,·,-0.2,2.4,·,28.0
CS(=O)(=O)N1CCCC(C(=O)Nc2ccccc2)C1 (centres undefined),5.5,30.4,7.0,15.1,-3.0,-1.2,-3.0,-3.9
O=C(CSCc1ccccc1Cl)NN=C1CCCCCC1,7.3,11.7,-2.9,-14.3,1.6,-0.2,1.4,25.3

# Next part
SMILES,697 NFkB inh,Mdm2-MdmX inh,Jurkat NFkB inh,APJ antagonist,UPR XBP1 act,CHOP UPR activ,APJ agonist,tim23-1 inh
CCS(=O)(=O)c1ccc2oc(SCC(=O)N3CCCCC3)nc2c1,-9.0,-12.4,3.4,-25.4,3.4,-0.5,-1.6,19.1
Cc1nnc(N2CCCCC2)c2ccccc12,7.6,-8.5,3.0,10.7,7.2,-0.5,-2.6,-0.9
Brc1ccc(-c2noc(-c3ccccn3)n2)o1,-102.7,-53.2,-83.2,-1.5,-6.9,0.7,-1.0,3.9
CS(=O)(=O)c1sc2nc(-c3cccs3)cc(-c3ccccc3)c2c1N,-7.5,-28.2,5.4,19.0,1.3,-3.1,-6.3,7.1
O=C(CSc1nc(-c2ccco2)cc(C(F)(F)F)n1)NN1CCOCC1,11.1,-9.8,7.8,2.6,1.1,-1.4,-2.4,12.2
